Apaf-1 inh = blocks human Apaf-1 apoptosome activity. O14727. reconstituted apoptosome caspase-3 activity, DEVD-Rh110 fluorescence. inhibition, % at 20 µM. actives 0.71% (n = 330,000); active = inhibition of at least 40% at 20 µM;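 also: plate controls were DMSO wells for no effect and DEVD-CHO caspase inhibitor wells for full effect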
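Material: biochemical Apaf-1 apoptosome reconstitution. Medium: Hepes buffer, pH 7.5. Also added: cytochrome c activation, bis-DEVD rhodamine 110 substrate. Timing: 30 min compound preincubation, 50 min activation, room temperature. Measured by: rhodamine 110 fluorescence at Ex 480/Em 540 nm.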
SENP7 block = blocks the human protease SENP7. recombinant SENP7, Z-RLRGG-aminoluciferin luminescence, 40 min. actives 1.5% (n = 330,000). inhibition, % at 5 µM;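 active = inhibition above about 50% at the single test dose, limit read from the data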;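 also: plate controls were DMSO with enzyme for no effect and no enzyme buffer wells for full effect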
Target sequence (Q9BQF6 706-1050 limits assumed): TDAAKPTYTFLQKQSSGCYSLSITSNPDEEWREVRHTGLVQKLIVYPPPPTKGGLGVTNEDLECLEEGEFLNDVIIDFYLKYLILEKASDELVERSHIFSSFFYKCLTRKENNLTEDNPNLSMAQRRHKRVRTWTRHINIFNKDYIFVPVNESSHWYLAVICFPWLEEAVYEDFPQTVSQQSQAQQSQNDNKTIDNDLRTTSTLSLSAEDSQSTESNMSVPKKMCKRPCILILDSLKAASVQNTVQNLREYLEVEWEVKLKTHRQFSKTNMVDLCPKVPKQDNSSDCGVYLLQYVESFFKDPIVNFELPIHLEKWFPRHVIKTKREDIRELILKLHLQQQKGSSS
SENP6 block = inhibitors of human SENP6 protease; AID 2599; actives 1.8% (n = 330,000); inhibition, % at 10 µM; Q9GZR1; Recombinant SENP6 catalytic domain, aminoluciferin luminescence;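 active = inhibition above about 50% at the single tested dose, limit read from the data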;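 also: plate controls were DMSO wells with enzyme for no effect and DMSO wells lacking enzyme for full effect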
SENP8 block-1 = inhibitors of human SENP8 protease; inhibition, % at 10 µM; AID 2540; Q96LD8; actives 1.2% (n = 330,000); purified SENP8, Z-RLRGG-aminoluciferin cleavage, luminescence; in the data active = inhibition above about 50%
Target sequence (Q96LD8 whole entry, looked up): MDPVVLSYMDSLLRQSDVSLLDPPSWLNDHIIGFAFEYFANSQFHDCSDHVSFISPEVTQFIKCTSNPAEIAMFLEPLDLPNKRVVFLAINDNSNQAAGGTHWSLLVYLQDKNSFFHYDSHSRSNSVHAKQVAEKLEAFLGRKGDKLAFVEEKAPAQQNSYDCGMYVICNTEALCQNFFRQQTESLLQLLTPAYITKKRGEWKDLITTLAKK
SENP8 block-2 = inhibitors of human SENP8 protease | actives 0.64% (n = 360,000) | inhibition, % at 20 µM | AID 602440 | recombinant SENP8, Nedd8 substrate fluorescence | Q96LD8; in the data active = inhibition mostly above about 40%, no sharp cut-off; inactive = mostly below about 27%
SENP1 FRET inh = blocks the human SENP1 SUMO protease catalytic domain. Q9P0U3. recombinant SENP1 catalytic domain, CyPet-SUMO1-YPet FRET cleavage. inhibition, % at 10 µM. actives 0.21% (n = 360,000);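 active = inhibition at least 30% at 10 µM, raw YFP signal under a set limit, fluorescence ratio 0.5 to 1.5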;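 also: 0% = enzyme with DMSO and 100% = no enzyme wells; some results filed as inactive read as strong as hits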
Target sequence (Q9P0U3 419-644 limits assumed): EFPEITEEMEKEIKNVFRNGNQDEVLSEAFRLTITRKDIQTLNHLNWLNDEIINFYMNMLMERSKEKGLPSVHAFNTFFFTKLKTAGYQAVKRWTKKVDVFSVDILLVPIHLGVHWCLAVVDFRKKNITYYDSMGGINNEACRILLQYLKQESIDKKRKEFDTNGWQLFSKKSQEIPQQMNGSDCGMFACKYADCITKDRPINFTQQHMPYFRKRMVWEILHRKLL
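Test system: hSENP1 catalytic domain, recombinant; Amount: 20 pM final SENP1 enzyme; Medium: Tris pH 8 buffer plus EDTA, NaCl, BME, BSA, NP40, catalase; Schedule: 50 min enzyme reaction, room temperature, light-protected; Technique: FRET fluorescence in CFP and YFP emission channels; Controls: no-enzyme wells low, DMSO-plus-enzyme wells high control.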
UBC13 inh = inhibitors of human UBC13 polyubiquitin chain formation; P61088; TR-FRET; inhibition, % at 20 µM; actives 0.47% (n = 330,000); AID 485273; in the data active = inhibition above about 45%, passing the limit was not always enough; inconclusive = no clear call, values can overlap the other calls
Target sequence (P61088 whole entry, looked up): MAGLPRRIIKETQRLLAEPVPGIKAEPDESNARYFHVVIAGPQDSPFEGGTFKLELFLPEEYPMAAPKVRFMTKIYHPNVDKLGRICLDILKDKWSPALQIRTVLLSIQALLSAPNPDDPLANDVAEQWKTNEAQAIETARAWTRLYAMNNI
A3G deaminase = inhibitors of human APOBEC3G DNA deaminase | Q9HC16 | recombinant A3G, ssDNA deamination FAM/TAMRA fluorescence | inhibition, % at 20 µM | actives 0.28% (n = 330,000);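 active = inhibition of at least 40% at 20 µM, with no more than 30% in the related APOBEC3A deaminase screen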;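 also: plate controls were DMSO wells with A3G for no effect and wells lacking A3G enzyme for full effect; some compounds called inactive have numbers as strong as hits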
Numbers without * were called inactive; ? = inconclusive; nt = not tested or not shown.

Values run as follows: Apaf-1 inh	SENP7 block	SENP6 block	SENP8 block-1	SENP8 block-2	SENP1 FRET inh	UBC13 inh	A3G deaminase
1. CC(C)CN1C=C2C(=O)C(C)(OC(=O)C3CCCC3)C(=O)C=C2C=C1c1ccsc1 (stereo unspecified)
  11.6	5.1	12.9	0.2	3.5	-32.0	-36.8	-4.4
2. NC(=O)CSc1nnc(-c2cccnc2)n1Cc1ccccc1
  -5.7	-0.8	-9.8	5.8	8.3	-2.9	1.8	-4.2
3. CCOc1ccccc1OCCOc1ccccc1OC(C)C
  3.5	2.1	-13.1	5.7	10.2	2.2	1.3	-2.3
4. O=C(NCc1cccnc1)C(=O)Nc1nc(-c2ccccc2)cs1
  -10.6	3.7	9.4	1.6	18.2	1.9	-7.2	-12.5
5. CC(=O)N1CCN(c2ccc(NS(=O)(=O)c3ccc(C)cc3)cc2)CC1
  4.6	8.4	-25.9	-0.1	2.7	2.6	-0.5	-8.7
6. CC[C@H]1C(O)C[C@H]2CCN3C(=O)CCC[C@H]1[C@H]23 (stereo partly specified)
  2.7	1.4	nt	nt	18.0	1.3	nt	-3.1
7. COc1ccc(N2C(=NC(=O)CC3CCCCC3)SC3CS(=O)(=O)CC32)cc1 (stereo unspecified)
  13.4	3.6	13.7	0.8	6.7	0.6	2.6	1.4
8. CCOc1ccc(-c2cc(CCCC(=O)NCCc3ccc(OC)c(OC)c3OC)no2)cc1
  14.0	-2.5	-3.9	-12.2	9.5	0.2	2.1	-5.1
9. COc1ccc(-n2nc([N+](=O)[O-])c(=NC3CCN(Cc4ccccc4)CC3)n2O)cc1
  -5.4	-1.8	11.1	2.9	20.7	-0.6	-2.6	-2.3
10. CC(C)(Cc1cccc(CC(C)(C)C(=O)O)c1)C(=O)O
  1.3	4.6	-3.6	2.1	21.6	1.4	-7.9	9.3
11. O=C(CCl)NC1CCCc2ccccc21 (stereo unspecified)
  -4.5	5.3	8.2	-0.8	11.5	0.1	-1.0	14.8
12. COC(=O)c1cc(S(=O)(=O)NCC2CCN(Cc3ccc(F)cc3)CC2)cn1C
  -17.3	2.8	26.7	-4.6	12.1	2.3	5.5	-5.6
13. O=C(c1cccc(NS(=O)(=O)c2ccc(Br)cc2)c1)N1CCCCC1
  6.1	3.8	-5.1	1.0	7.1	2.9	2.1	-2.0
14. COc1ccccc1-n1nnnc1SCc1ccccc1
  1.7	-7.3	-6.0	-2.7	13.1	1.7	7.0	-14.6
15. Cc1cccc(N2C(=O)C(O)=C(C(=O)c3cccs3)C2c2ccccc2)n1 (stereo unspecified)
  -13.8	-3.0	-1.5	1.8	-1.3	-1.2	-1.8	-4.9
16. COc1cccc(C=Nc2cccnc2)c1O
  2.9	1.1	2.8	3.8	nt	nt	0.6	-4.5
17. CCOCCCNC(=O)C(c1ccc(Cl)cc1)N(Cc1cccs1)C(=O)CNC(C)=O (stereo unspecified)
  10.0	-9.5	-27.3	-7.9	12.0	3.2	-8.0	-10.1
18. O=C(Nc1ccc2c(c1)OCCO2)C1CC(O)CN1C(=O)Nc1ccccc1 (stereo unspecified)
  5.5	3.9	-23.7	-5.2	0.6	0.1	-3.8	-2.6
19. COc1ccc(/C=C2\SC(=S)N(CCC(=O)Nc3cccc(O)c3)C2=O)cc1
  7.1	-16.5	2.4	-2.1	25.7	-14.5	-25.8	-2.4
20. COc1ccc(-c2cc(C(F)F)n3ncc(C(=O)Nc4c(C)n(C)n(-c5ccccc5)c4=O)c3n2)cc1
  5.0	8.7	-5.9	21.1	-186.7	-0.9	-7.4	-4.4
21. Cc1ccc(S(=O)(=O)NC(=O)c2ccc(F)cc2)c(C)c1
  4.9	-11.0	3.1	-3.0	-0.7	1.2	-2.4	-5.5
22. CCOc1ccc(C2C(C#N)=C(N)SC(N)=C2C#N)c(OCC)c1
  7.7	-9.4	-0.6	1.1	-207.7	-16.4	?	-8.1
23. CCCNc1c(NS(=O)(=O)c2ccc(OC)c(OC)c2)c(=O)oc2ccccc12
  -1.8	-6.6	-10.1	-2.1	-18.9	0.2	6.0	-3.7
24. O=C(CCCOc1ccc(Cl)cc1Cl)N/N=C/c1ccc(Cl)cc1
  24.2	3.4	2.7	-8.6	12.7	1.7	8.8	-0.8
25. Cc1ccc2c(c1)N(CC(=O)N1CCCC1)C(=O)CO2
  -2.6	4.9	-9.0	5.4	0.2	1.6	-0.5	-1.9
26. COc1ccc(-n2c(SCC(=O)NCC3CCCO3)nc3ccccc32)cc1 (stereo unspecified)
  3.5	-2.5	-10.4	0.3	12.9	1.1	4.4	-3.6
27. Cc1cc(C)c2nc(NNC(=O)c3cc(=O)c4ccccc4o3)sc2c1
  19.0	1.9	79.1*	63.5*	4.3	9.1	-85.2	2.2
28. CCCCC(=O)Nc1ccccc1Oc1ccccc1
  4.8	5.9	-8.5	4.8	10.1	2.4	5.3	-7.0
29. CC(=O)NCc1ccc(S(=O)(=O)N/N=C/c2ccccc2)cc1
  -0.1	0.6	-6.5	-11.8	8.5	1.9	-5.1	-7.2
30. COc1ccc(OC)c(N(CC(=O)NC2CCCC2)S(=O)(=O)c2ccc(OC)c(OC)c2)c1
  11.0	0.9	0.6	3.4	15.4	0.8	-2.9	14.4
31. Cc1ccc(S(=O)(=O)N2C[C@@H]3[C@H]4CC[C@H](C4)[C@@H]3[C@@H](C)[C@H]2c2ccco2)cc1
  20.4	-0.5	nt	nt	12.0	1.1	nt	3.8
32. N#CC1=C(N)OC2=C(C(=O)CCC2)C1c1cc2c(cc1Cl)OCO2 (stereo unspecified)
  17.4	-7.7	-20.3	-6.2	-61.0	-111.7	-6.4	-2.6
33. O=C1CC(c2cccc(Cl)c2)Cc2nc(N3CCN(c4ccccc4)CC3)ncc21 (stereo unspecified)
  2.1	7.6	-10.1	-12.1	-12.6	1.1	42.7	-5.5
34. Cc1ccc2nc(-c3ccc(N)cc3)sc2c1
  1.3	98.2*	95.1*	94.7*	-458.8	-47.8	11.1	-3.2
35. COc1ccccc1N1CCN(C(=O)CSc2nnc(C)n2C2CC2)CC1
  3.9	-4.0	2.0	-4.7	12.6	-0.7	-9.8	-4.0
36. NS(=O)(=O)c1ccc(CCNC(=O)COc2ccc3c4c(c(=O)oc3c2)CCC4)cc1
  7.5	-2.6	-1.5	-10.2	-66.8	0.6	-0.5	-1.4
37. CC(C)NC(=O)c1cccc(Br)c1
  -20.1	2.3	13.4	2.0	8.5	1.4	2.3	-5.2
38. CCN(CC)C(=O)Oc1ccc(Br)cc1C(=O)Nc1ccc(F)cc1F
  1.8	-0.1	9.6	-1.3	13.6	-1.6	4.2	-7.1
39. CCOC(=O)C1CCN(Cc2ccc(F)c(Br)c2)CC1
  0.7	-11.3	-3.0	-9.4	7.0	1.9	-8.4	-3.0
40. CCC(=O)NCCn1c(C)cc2ccccc21
  1.7	-1.6	9.1	-4.9	-59.1	-23.3	-5.2	-3.4
41. Cc1ccc(S(=O)(=O)NCC2(c3ccccc3)CCN(C)CC2)cc1
  6.7	0.1	9.7	3.1	17.0	1.4	4.2	-12.2
42. COc1ccc(Sc2nnc(Cc3ccccc3)c3ccccc23)cc1
  3.8	9.3	5.9	7.3	18.8	1.3	2.0	-3.4
43. Cn1c(=O)c2sccc2n2c(CCCC(=O)NCc3cccnc3)nnc12
  -11.4	0.6	-8.0	-1.3	-16.5	0.9	-4.2	2.0
44. COc1cccc(NC(=O)Cc2nc(-c3ccccc3)sc2-c2ccc(C)cc2)c1
  8.1	6.0	-7.6	2.7	-9.5	-9.5	-4.9	7.4
45. COc1ccc(CNC(=O)CSc2nc3ccc(OC)cc3[nH]2)cc1
  -0.3	-2.2	5.8	-1.5	5.1	0.0	-1.7	-5.6
46. COc1cnc(SCc2ccc(Cl)cc2Cl)nc1Cl
  3.1	1.5	6.7	-11.2	7.1	3.3	6.0	-1.4
47. COc1ccc(OCC(=O)NC(=S)Nc2ccccc2F)cc1
  -4.7	-8.0	-1.0	-6.9	11.5	0.2	-16.3	-5.2
48. Cc1ccc(Cl)cc1N1CCN(C(=O)c2ccc(NC3=NC4CS(=O)(=O)CC4S3)cc2)CC1 (stereo unspecified)
  22.6	-6.6	-2.1	-0.8	19.5	2.3	12.7	-5.6
49. Cc1cccc(C)c1N(CC(O)Cn1c2ccccc2c2ccccc21)S(C)(=O)=O (stereo unspecified)
  12.7	0.2	-13.4	-3.7	-8.4	0.5	21.7	0.2
50. COC(=O)c1ccc(Nc2cc(C)nc3nc(C)nn23)cc1
  6.8	-6.0	-9.7	-4.5	-23.7	-1.9	3.1	5.0
51. CCCCNC(=O)CCNS(=O)(=O)c1ccc(C)cc1
  -23.0	7.7	-4.5	-3.2	-14.0	-21.4	-8.9	7.5
52. NC(=O)C1CCCN(S(=O)(=O)c2ccccc2)C1 (stereo unspecified)
  2.0	-4.6	-18.8	-9.2	10.1	1.3	-3.3	2.6
53. COC(=O)c1cc(N2CCNCC2)nc2ccccc12
  -23.4	1.5	-13.0	-5.1	-423.3	-41.8	17.5	-4.1
54. COc1cc(-c2nnc(COC(=O)C3c4ccccc4Oc4ccccc43)o2)cc(OC)c1OC
  15.8	3.0	-11.2	-3.8	-11.6	0.1	8.9	-4.0
55. O=C(NCC(c1ccco1)N1CCCC1)c1cc(S(=O)(=O)N2CCOCC2)ccc1Cl (stereo unspecified)
  -10.5	-3.1	2.1	-2.0	-1.3	2.1	-1.5	-4.9
56. Cc1cccc(-n2c(C)cc(C=C(C#N)C#N)c2C)c1
  7.0	-2.7	-9.4	-4.5	-41.4	-3.9	-0.2	-9.1
57. CCn1c(CN2C(=O)CSc3ccccc32)n[nH]c1=S
  -18.9	5.1	5.6	-0.7	30.3	1.6	-4.6	43.9*
58. O=C(/C=C\Nc1cccc(F)c1)c1cccs1
  6.9	92.4*	94.4*	88.8*	-283.9	-82.9	1.4	-2.4
59. COc1ccccc1-n1c(SCC(N)=O)nnc1-c1ccccc1
  1.4	-0.3	-13.9	-1.1	13.8	-2.0	0.9	-2.7
60. CCCCn1c(N)c(N(CCOC)C(=O)C2CCN(S(=O)(=O)c3ccc(C)cc3C)CC2)c(=O)[nH]c1=O
  8.0	-7.5	4.1	-8.5	-32.0	-14.4	-6.6	-0.1

Next records
Values run as follows: Apaf-1 inh	SENP7 block	SENP6 block	SENP8 block-1	SENP8 block-2	SENP1 FRET inh	UBC13 inh	A3G deaminase
61. CC(=O)Oc1oc(-c2ccccc2)nc1C=Nc1ccc(N(C)C)cc1
  -6.5	6.5	-20.2	5.6	10.9	-7.9	5.4	-4.6
62. O=C(CSc1nccn1-c1ccc(F)cc1)NCc1ccc(F)cc1
  -6.9	5.9	-10.3	0.6	8.7	0.8	-3.6	-3.9
63. c1ccc2c(-c3nc(C4CCCCC4)no3)cc(-c3ccncc3)nc2c1
  15.4	-2.8	6.7	1.2	-32.0	2.8	11.8	-2.9
64. COc1ccc(-c2csc(N3CCN(C(=O)c4ccccc4)CC3)n2)cc1
  6.3	-6.5	-20.4	-2.7	-0.8	1.4	4.4	-10.2
65. CCOCCCNC(=O)/C=C1\Sc2ccccc2N(Cc2ccccc2F)C1=O
  3.3	5.2	-5.2	-0.9	-172.9	-16.7	4.9	-2.6
66. C/C(=N\Nc1nc2ccccc2[nH]1)c1ccc(C)o1
  -12.1	-5.5	11.2	-5.3	-17.8	-3.1	-10.0	-1.2
